Pol III holo inh: inhibitors of bacterial DNA polymerase III holoenzyme; reconstituted DNA polymerase III holoenzyme replication, biochemical; Potency, µM (titrated, usually from 57.1 µM), for the others: at the highest dose activity change, negative = inhibition; hit rate 0.25% among 71,000; AID 603; also: potency is read from the fitted curve at half-maximal effect; % is scaled to controls: 0 for no effect and ±100 for the full control effect
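Reconstituted *E. coli* holoenzyme (0.35 nM Pol III, 1 nM beta, 154 nM SSB, 2 nM primase) was preincubated with compound for 15 min at RT. Synthesis on 1.4 nM ssM13Gori ran 35 min, then was stopped with PicoGreen/EDTA and read as dsDNA fluorescence.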
ALOX15 inhib: blocks human 15-lipoxygenase activity; purified 15hLO-1, xylenol orange hydroperoxide absorbance; Potency, µM (highest dose often 57.1 µM), inactives show top-dose activity change, negative = inhibition, most hits filed as inhibitors; hit rate 1.4% among 74,000; P16050; also: potency is read from the fitted curve at half-maximal effect; % is scaled to controls: 0 for no effect and ±100 for the full control effect; nearly all actives have a fitted effect of over 55% in size
Target sequence (P16050 whole entry, looked up): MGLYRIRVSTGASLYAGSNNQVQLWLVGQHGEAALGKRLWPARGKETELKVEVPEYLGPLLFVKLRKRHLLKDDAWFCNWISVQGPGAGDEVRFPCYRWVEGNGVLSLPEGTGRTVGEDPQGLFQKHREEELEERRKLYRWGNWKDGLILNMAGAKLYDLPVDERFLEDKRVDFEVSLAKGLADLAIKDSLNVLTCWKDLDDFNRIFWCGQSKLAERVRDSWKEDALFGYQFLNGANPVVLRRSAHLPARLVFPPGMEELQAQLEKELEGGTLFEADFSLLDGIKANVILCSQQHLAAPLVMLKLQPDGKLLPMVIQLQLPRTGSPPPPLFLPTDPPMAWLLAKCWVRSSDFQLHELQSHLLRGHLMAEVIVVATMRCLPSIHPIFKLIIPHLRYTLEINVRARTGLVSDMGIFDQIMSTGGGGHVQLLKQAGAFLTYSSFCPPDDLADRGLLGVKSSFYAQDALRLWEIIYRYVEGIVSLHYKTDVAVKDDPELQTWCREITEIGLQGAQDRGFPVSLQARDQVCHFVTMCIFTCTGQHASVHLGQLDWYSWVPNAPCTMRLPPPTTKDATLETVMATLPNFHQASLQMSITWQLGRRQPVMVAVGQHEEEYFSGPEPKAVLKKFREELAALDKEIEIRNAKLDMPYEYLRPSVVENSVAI
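Readout: Fe(III)-xylenol orange absorbance, 573-to-405 nm ratio as reaction progress. Enzyme 40 nM purified human 15hLO-1, substrate 50 uM arachidonic acid, 6 min RT after 15 min compound preincubation; Hepes pH 7.5 buffer with Triton X-100.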
Rhodamine fluor: rhodamine region autofluorescence; Rhodamine-region fluorescence, 547/598 nm, Tris buffer; stronger effect = higher value; hit rate 0.05% among 59,000; max dye-equivalent concentration, M; in the data active = max dye-equivalent concentration above about 11 nM; inconclusive = between about 1.1 nM and that limit
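A six-point rhodamine series on each plate calibrates the signal. Compounds sit in 100 mM Tris (pH 8.0) for 15 min at ambient temperature before imaging through 547 nm/598 nm filters.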
Hsp90 Hop PPI: changes Hsp90-Hop TPR2A binding signal, up or down; AID 595; AlphaScreen TPR2A-His6 binding biotin-Hsp90 C-terminal peptide; Potency, µM (top dose mostly 57 µM), inactives show at the highest dose activity change, negative = inhibition; hit rate 0.44% among 71,000; active = well fitted curve in either direction with a large enough effect; inconclusive = small, poorly fitted or top-dose-only effect, or another doubt; also: potency is read from the fitted curve at half-maximal effect; % is scaled to controls: 0 for no effect and ±100 for the full control effect; many of its hits are not listed in these tables
HADH2 inh: inhibitors of human HADH2 dehydrogenase. Q99714. hit rate 3.4% among 73,000. recombinant HADH2, NADH fluorescence, beta-hydroxybutyryl-CoA. Potency, µM (series often up to 57.1 µM), inactives show at the highest dose activity change, negative = inhibition, most hits filed as inhibitors; also: potency is read from the fitted curve at half-maximal effect; % is scaled to controls: 0 for no effect and ±100 for the full control effect; nearly all actives have a fitted effect of over 60% in size; many of its hits are not listed in these tables
Target sequence (Q99714 whole entry, looked up, one chain of several): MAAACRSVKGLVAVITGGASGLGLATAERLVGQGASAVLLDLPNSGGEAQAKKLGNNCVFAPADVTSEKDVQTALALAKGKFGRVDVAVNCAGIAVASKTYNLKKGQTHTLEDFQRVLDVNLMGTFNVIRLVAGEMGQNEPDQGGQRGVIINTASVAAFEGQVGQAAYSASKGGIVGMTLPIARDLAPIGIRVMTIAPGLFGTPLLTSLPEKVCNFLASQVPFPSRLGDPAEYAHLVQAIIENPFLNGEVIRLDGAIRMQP
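NADH fluorescence (ex 360/em 450 nm) read every 30 s for 4 min; activity taken as last-minus-first time point difference. Enzyme 20 nM, NAD+ 1 mM, beta-hydroxybutyryl-CoA 90 uM, pH 9.0 Tris buffer.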
Tau filament bind: binders of human tau filaments | P10636 | recombinant tau filaments, thioflavin S fluorescence, 15 h; filaments grown with octadecylsulfate alongside compound | Potency, µM (highest dose often 57.1 µM), for the others: at the top dose activity change, negative = inhibition | hit rate 2% among 71,000 | AID 596;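 also: potency is read from the fitted curve at half-maximal effect; % is scaled to controls: 0 for no effect and ±100 for the full control effect; actives lower thioflavin S fluorescence by blocking filaments or displacing dye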
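His-tagged recombinant human tau (exons 2, 3, 10; 1 uM final) fibrillized with 30 uM sodium octadecylsulfate, 15 h at 37 C, in pH 7.4 HEPES buffer with 10 uM thioflavine S and 5 mM DTT. Reduced ThS fluorescence (450/510 nm) marks activity.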
HBB splicing: modulators of hemoglobin beta chain splicing. hit rate 0.06% among 65,000. HBB splicing reporter cell assay, activation; EGFP reporter with mutant IVS2-654 intron; response scale: normalised to 500 nM splice-correcting PNA. Potency, µM (titrated, usually from 46.1 µM), for inactives: top-dose activation, actives largely listed as activators; also: potency is read from the fitted curve at half-maximal effect; 0% is about no effect
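HeLa cells stably expressing EGFP interrupted by mutant beta-globin intron 2 (IVS2-654), 500/well in 2% FCS. Treated with compound for 2 days at 37C. Splicing correction scored as total well GFP intensity (488 nm excitation, 500-520 nm emission); 500 nM antisense PNA served as control.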
Luciferase inh: inhibitors of firefly luciferase. AID 411. hit rate 2.2% among 72,000. Potency, µM (series often up to 57.1 µM), inactives show top-dose activity change, negative = inhibition, most hits filed as inhibitors. P08659. purified firefly luciferase, luminescence, 8 min; also: potency is read from the fitted curve at half-maximal effect; % is scaled to controls: 0 for no effect and ±100 for the full control effect; nearly all actives have a fitted effect of over 40% in size
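Firefly luciferase (PKLight detection mix) with 10 uM ATP in pH 7.2 imidazole buffer (KCl, MgCl2, Tween 20, BSA). Compounds tested across a concentration series (qHTS). Luminescence read after 8 min at ambient temperature.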
CRE-bla Fsk: alters forskolin-stimulated CRE reporter signaling in CHO cells | CHO CRE-bla reporter (cAMP response element driving beta-lactamase), forskolin EC10, beta-lactamase ratio | Potency, µM (highest dose often 38.2 µM), inactives show at the highest dose activity change, negative = inhibition, actives largely listed as activators | hit rate 2.5% among 71,000 | AID 662; active = well fitted activation curve with a large enough effect in the signal ratio, with a control signal flat, not every such curve was filed as active; inconclusive = small, poorly fitted or top-dose-only effect, or effect the other way, or a change in a side signal; the % refers to the signal ratio; also: potency is read from the fitted curve at half-maximal effect; % of control where 0% means no effect
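Reporter-gene assay: CHO cells with beta-lactamase behind cAMP responsive elements, co-treated with compound and EC10 NKH 477 for 3 hours at 37 degrees Celsius. Activity came from the 460/530 nm CCF4 emission ratio.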
Texas Red fluor: compounds fluorescent in Texas Red spectral region; hit rate 0.06% among 59,000; Compound fluorescence, Texas Red channel, 547/618 nm; stronger effect = higher value; max dye-equivalent concentration, M; in the data active = max dye-equivalent concentration above about 10 nM; inconclusive = between about 1.1 nM and that limit
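Compound titrations in 100 mM Tris pH 8.0 were incubated 15 min at room temperature and read at 547 nm excitation / 618 nm emission. Texas Red six-point standard curve on each plate converted fluorescence to dye-equivalent concentration.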
ERK AVP block: blocks ERK signaling stimulated by vasopressin | AID 995 | hit rate 0.99% among 72,000 | Potency, µM (highest dose often 57.5 µM), without a hit: at the highest dose activity, negative = inhibition, usual class: inhibitors | HEK293-V1b, vasopressin-stimulated pERK AlphaScreen; also: potency is read from the fitted curve at half-maximal effect; % is scaled to controls: 0 for no effect and ±100 for the full control effect; nearly all actives have a fitted effect of over 55% in size
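Phosphorylated ERK1/2 detected via AlphaScreen bead proximity in lysates of V1b-expressing HEK293 cells given 25 nM vasopressin for 5 min after 30 min compound exposure (37 °C). AC50 from Hill equation; basal DMSO 0%, vasopressin 100%.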
Numbers without * were called inactive; [ ] = another dose, or the depositor's remark. Unless noted, calls follow the shape of the dose curve; as a rule, active = well fitted curve in the direction sought with a large enough effect; inconclusive = small, poorly fitted or top-dose-only effect, or another doubt; inactive = no such curve, though single readings can be large; an effect the other way counts as inactive or inconclusive. These rows are one share of the data, so the mix of outcomes need not match the whole.

What do the screens show for `CCc1c(C)c2cc(Cl)c(O)c(CN(C)C)c2oc1=O`?
Pol III holo inh: -2%; ALOX15 inhib: 4%; Rhodamine fluor: inactive; Hsp90 Hop PPI: 0%; HADH2 inh: 3.2µM*; Tau filament bind: -12%; HBB splicing: 3.2%; Luciferase inh: 4%; CRE-bla Fsk: 10µM*; Texas Red fluor: inactive; ERK AVP block: -10%

How did O=C(CCSc1ccccc1)NCCSc1ccccn1 do in these assays?
Pol III holo inh: -5%; ALOX15 inhib: -1%; Hsp90 Hop PPI: 0%; HADH2 inh: 8%; Tau filament bind: 0%; HBB splicing: 2.0%; Luciferase inh: 1%; CRE-bla Fsk: 2%; ERK AVP block: -2%

How did Cc1ccc2[nH]c(=O)c(CN(Cc3ccco3)C(=O)c3cccs3)cc2c1 do in these assays?
Pol III holo inh: 0%; ALOX15 inhib: -13%; Rhodamine fluor: inactive; Hsp90 Hop PPI: -3%; HADH2 inh: 10%; Tau filament bind: -10%; HBB splicing: 1.5%; Luciferase inh: 2%; CRE-bla Fsk: -8%; Texas Red fluor: inactive; ERK AVP block: 4%

What do the screens show for `CCOC(=O)c1ccccc1NC(=O)COC(=O)c1ccc(C)c(S(=O)(=O)N2CCOCC2)c1`?
Pol III holo inh: -3%; ALOX15 inhib: -14%; Rhodamine fluor: inactive; Hsp90 Hop PPI: 1%; HADH2 inh: 20%; Tau filament bind: -2%; HBB splicing: -3.3%; Luciferase inh: -1%; CRE-bla Fsk: inconclusive; Texas Red fluor: inactive; ERK AVP block: 6%

What do the screens show for `c1ccc2c(c1)oc1c(N3CCN(Cc4ccc5c(c4)OCO5)CC3)ncnc12`?
Pol III holo inh: 3%; ALOX15 inhib: -13%; Rhodamine fluor: inactive; Hsp90 Hop PPI: -9%; HADH2 inh: inconclusive; Tau filament bind: 94%; HBB splicing: -0.2%; Luciferase inh: -4%; CRE-bla Fsk: -11%; Texas Red fluor: inactive; ERK AVP block: inconclusive

What do the screens show for `CCOCCCn1c(SCC(=O)NC(C)C)nc2ccccc2c1=O`?
Pol III holo inh: -10%; ALOX15 inhib: 3%; Rhodamine fluor: inactive; Hsp90 Hop PPI: 0%; HADH2 inh: 3%; Tau filament bind: 9%; HBB splicing: 0.1%[57.5 µM]; Luciferase inh: -1%; CRE-bla Fsk: 13%; Texas Red fluor: inconclusive; ERK AVP block: 11%

Results for COC(=O)c1ccccc1NC(=O)CN(C1CCCCC1)S(C)(=O)=O ?
Pol III holo inh: -4%; ALOX15 inhib: -9%; Rhodamine fluor: inactive; Hsp90 Hop PPI: -3%; HADH2 inh: -29%; Tau filament bind: 12%; HBB splicing: -0.3%; Luciferase inh: 2%; CRE-bla Fsk: 3.2µM*; Texas Red fluor: inactive; ERK AVP block: -19%

How did COC(=O)CNC(=O)CNC(=O)Nc1ccccc1 do in these assays?
Pol III holo inh: -8%; ALOX15 inhib: 11%; Rhodamine fluor: inactive; Hsp90 Hop PPI: 0%; HADH2 inh: 6%; Tau filament bind: 0%; HBB splicing: 0.2%; Luciferase inh: 2%; CRE-bla Fsk: -3%; Texas Red fluor: inactive; ERK AVP block: -7%

Results for Cc1cc(NC(=O)COc2ccc3oc4ccccc4c3c2)no1 ?
Pol III holo inh: -5%; ALOX15 inhib: 12%; Rhodamine fluor: inactive; Hsp90 Hop PPI: -3%; HADH2 inh: -4%; Tau filament bind: 28%; HBB splicing: -0.1%; Luciferase inh: 0%; CRE-bla Fsk: inconclusive; Texas Red fluor: inactive; ERK AVP block: 6%

How did O=C(Nc1ncnc2c1ncn2C1OC(COC(=O)c2ccccc2)C(F)C1O)c1ccccc1 (stereo not given) do in these assays?
Pol III holo inh: -5%; ALOX15 inhib: 2%; Rhodamine fluor: inactive; Hsp90 Hop PPI: -3%; HADH2 inh: 8%; Tau filament bind: 4%; HBB splicing: -0.9%; Luciferase inh: 3%; CRE-bla Fsk: inconclusive; Texas Red fluor: inactive; ERK AVP block: -13%

How did O=c1cc(N2CCC3(CC2)OCCO3)[nH]c(=O)n1-c1ccc(Cl)cc1 do in these assays?
Pol III holo inh: -2%; ALOX15 inhib: 1%; Rhodamine fluor: inactive; Hsp90 Hop PPI: 1%; HADH2 inh: -22%; Tau filament bind: -2%; HBB splicing: -2.5%; Luciferase inh: 1%; CRE-bla Fsk: -5%; Texas Red fluor: inactive; ERK AVP block: 12%

How did CCOC(=O)C1C(=O)OC(C)(C)C1C(C)C(=O)c1ccc(OC)cc1 (stereo not given) do in these assays?
Pol III holo inh: -1%; ALOX15 inhib: 5%; Rhodamine fluor: inactive; Hsp90 Hop PPI: -6%; HADH2 inh: 0%; Tau filament bind: -3%; HBB splicing: -1.0%; Luciferase inh: 0%; CRE-bla Fsk: -1%; Texas Red fluor: inactive; ERK AVP block: 2%

What do the screens show for `CCN(CC)S(=O)(=O)c1cccc(-c2nnc(SCCCC(=O)c3ccccc3)o2)c1`?
Pol III holo inh: 21%; ALOX15 inhib: 0%; Rhodamine fluor: inactive; Hsp90 Hop PPI: 25%; HADH2 inh: 4%; Tau filament bind: 27%; HBB splicing: -0.8%[57.5 µM]; Luciferase inh: 1%; CRE-bla Fsk: inconclusive; Texas Red fluor: inactive; ERK AVP block: 16%

Results for O=C1c2ccccc2C(=O)N1CCCCSc1nnc(-c2ccc(OC(F)F)cc2)o1 ?
Pol III holo inh: 1%; ALOX15 inhib: -5%; Rhodamine fluor: inactive; Hsp90 Hop PPI: 23%; HADH2 inh: 6%; Tau filament bind: 66%; HBB splicing: -2.6%; Luciferase inh: -2%; CRE-bla Fsk: inconclusive; Texas Red fluor: inactive; ERK AVP block: 5%

What do the screens show for `COc1ccc(-n2c(C)cc(C(=O)COc3ccc(-n4cnnn4)cc3)c2C)cc1`?
Pol III holo inh: 0%; ALOX15 inhib: 1%; Rhodamine fluor: inactive; Hsp90 Hop PPI: -5%; HADH2 inh: 49%[activator]; Tau filament bind: -8%; HBB splicing: 1.5%; Luciferase inh: 6%; CRE-bla Fsk: 4%; Texas Red fluor: inactive; ERK AVP block: 5%

Results for CCOc1ccc(N2C(=O)CCC2=O)cc1 ?
Pol III holo inh: -1%; ALOX15 inhib: 5%; Rhodamine fluor: inactive; Hsp90 Hop PPI: inconclusive; HADH2 inh: -1%; Tau filament bind: 397%; HBB splicing: -1.3%; Luciferase inh: 1%; CRE-bla Fsk: -3%; Texas Red fluor: inactive; ERK AVP block: 49%

What do the screens show for `N#CN=C(N)c1ccccc1`?
Pol III holo inh: -7%; ALOX15 inhib: 10%; Rhodamine fluor: inactive; Hsp90 Hop PPI: -1%; HADH2 inh: -5%; Tau filament bind: 8%; HBB splicing: 0.1%[57.5 µM]; Luciferase inh: 0%; CRE-bla Fsk: -1%; Texas Red fluor: inactive; ERK AVP block: -19%

Results for CC1CCN(C(=O)CSc2nnc(-c3ccco3)o2)CC1 ?
Pol III holo inh: -2%; ALOX15 inhib: -6%; Hsp90 Hop PPI: -3%; HADH2 inh: 1%; Tau filament bind: -5%; HBB splicing: -0.2%; Luciferase inh: -6%; CRE-bla Fsk: 7%; ERK AVP block: -22%

How did Cc1cc(C(=O)CN2C(=O)NC(Cc3c[nH]c4ccccc34)C2=O)c(C)n1C (stereo not given) do in these assays?
Pol III holo inh: -1%; ALOX15 inhib: 5%; Rhodamine fluor: inactive; Hsp90 Hop PPI: -11%; HADH2 inh: 1%; Tau filament bind: 2%; HBB splicing: -1.3%; Luciferase inh: 1%; CRE-bla Fsk: inconclusive; Texas Red fluor: inactive; ERK AVP block: -5%

How did COc1ccc(N2CCN(CCCNC(=O)CCCn3c(=O)[nH]c4ccsc4c3=O)CC2)cc1 do in these assays?
Pol III holo inh: 2%; ALOX15 inhib: -4%; Rhodamine fluor: inactive; Hsp90 Hop PPI: -5%; HADH2 inh: 5%; Tau filament bind: -24%; HBB splicing: 0.5%; Luciferase inh: -1%; CRE-bla Fsk: -10%; Texas Red fluor: inactive; ERK AVP block: -16%

Results for CCOC(=O)c1c(C)[nH]c(C)c1C(=O)COc1ccc(NC(=O)c2ccco2)cc1 ?
Pol III holo inh: inconclusive; ALOX15 inhib: -16%; Rhodamine fluor: inactive; Hsp90 Hop PPI: -2%; HADH2 inh: 7%; Tau filament bind: -16%; HBB splicing: -0.4%[57.5 µM]; Luciferase inh: -3%; CRE-bla Fsk: inconclusive; Texas Red fluor: inactive; ERK AVP block: 25µM*
